PfGluPho inh – PfG6PD enzyme inhibitors, primary screen, biochemical, fluorescence intensity, uHTS; PfGluPho enzyme, NADPH resazurin-diaphorase fluorescence; inhibition, % at 20 µM; 0.78% of 350,000 active; AID 504690, 2011;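 active = inhibition reaching at least a set limit at 20 µM in the primary screen, cut at about 59% in these data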;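 note: 0% = DMSO wells with substrate and 100% = DMSO wells lacking glucose-6-phosphate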
SENP8 block-1 – human SENP8 protease inhibitors, primary screen, biochemical, fluorescence, Nedd8 protein substrate, uHTS; Sentrin-specific protease 8 (Homo sapiens), Q96LD8; recombinant SENP8; inhibition, % at 20 µM; 0.64% of 360,000 active; AID 602440, 2012; in the data active = inhibition mostly above about 40%, no sharp cut-off; inactive = mostly below about 27%
SENP1 inh – human SENP1 catalytic domain inhibitors, primary screen, biochemical, FRET, uHTS. Sentrin-specific protease 1 (Homo sapiens), Q9P0U3. recombinant SENP1 catalytic domain, CyPet-SUMO1-YPet FRET cleavage. inhibition, % at 10 µM. 0.21% of 360,000 active;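 active = inhibition at least 30% at 10 µM, raw YFP signal under a set limit, fluorescence ratio 0.5 to 1.5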;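 note: 0% = enzyme with DMSO and 100% = no enzyme wells; some results filed as inactive read as strong as hits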
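Test system: hSENP1 catalytic domain, recombinant; Amount: 20 pM final SENP1 enzyme; Medium: Tris pH 8 buffer plus EDTA, NaCl, BME, BSA, NP40, catalase; Schedule: 50 min enzyme reaction, room temperature, light-protected; Technique: FRET fluorescence in CFP and YFP emission channels; Controls: no-enzyme wells low, DMSO-plus-enzyme wells high control.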
HKDC1 inh – HKDC1 hexokinase inhibitors, primary screen, biochemical, fluorescence, uHTS | 0.16% of 340,000 active | AID 493160, 2011 | recombinant HKDC1, G6PDH/diaphorase resazurin coupled fluorescence | inhibition, % at 20 µM;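 active = inhibition above about 35% when tested at 20 µM, limit read from the data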;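 note: plate controls were DMSO wells with enzyme for no effect and DMSO wells lacking enzyme for full effect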
Target sequence (Q2TB90 whole entry, looked up): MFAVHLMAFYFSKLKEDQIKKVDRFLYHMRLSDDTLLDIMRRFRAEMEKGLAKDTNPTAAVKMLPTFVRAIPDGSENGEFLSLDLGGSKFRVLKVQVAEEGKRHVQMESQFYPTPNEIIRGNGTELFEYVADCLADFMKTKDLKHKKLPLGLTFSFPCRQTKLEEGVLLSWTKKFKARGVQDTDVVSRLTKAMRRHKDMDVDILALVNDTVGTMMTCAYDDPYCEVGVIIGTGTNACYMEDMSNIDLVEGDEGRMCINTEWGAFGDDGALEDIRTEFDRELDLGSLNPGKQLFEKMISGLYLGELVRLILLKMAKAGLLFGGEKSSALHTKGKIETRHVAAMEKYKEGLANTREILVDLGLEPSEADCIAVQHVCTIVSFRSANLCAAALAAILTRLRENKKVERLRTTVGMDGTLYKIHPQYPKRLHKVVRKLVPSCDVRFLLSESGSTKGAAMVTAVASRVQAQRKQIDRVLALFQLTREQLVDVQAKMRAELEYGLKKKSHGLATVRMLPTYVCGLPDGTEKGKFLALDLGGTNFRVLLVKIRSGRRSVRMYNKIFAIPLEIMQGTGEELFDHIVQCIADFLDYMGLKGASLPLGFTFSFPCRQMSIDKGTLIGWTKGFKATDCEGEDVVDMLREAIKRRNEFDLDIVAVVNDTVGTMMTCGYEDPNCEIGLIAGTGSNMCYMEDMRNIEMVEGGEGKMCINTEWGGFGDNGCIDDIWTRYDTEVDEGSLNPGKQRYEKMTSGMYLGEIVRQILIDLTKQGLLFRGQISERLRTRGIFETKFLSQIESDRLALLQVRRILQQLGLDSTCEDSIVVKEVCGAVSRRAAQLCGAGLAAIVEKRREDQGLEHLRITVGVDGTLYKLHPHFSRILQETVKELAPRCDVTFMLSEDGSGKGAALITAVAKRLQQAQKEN
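Test system: recombinant HKDC1 (HK5) hexokinase enzyme, produced in-house; Amount: enzyme 5 µg/mL final; Buffer or medium: Tris pH 8.0 buffer with MgCl2, Tween-20, BSA, BME; Reagent: glucose and ATP substrates; Doses: 20 µM test compound, 1% DMSO; Incubation: 90 min reaction incubation at room temperature, dark; Detection: resorufin fluorescence at 613 nm.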
SENP6 block – SENP6 protease inhibitors, primary screen, biochemical, luminescence, uHTS; Sentrin-specific protease 6 (Homo sapiens), Q9GZR1; Recombinant SENP6 catalytic domain, aminoluciferin luminescence; inhibition, % at 10 µM; 1.8% of 330,000 active;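 active = inhibition above about 50% at the single tested dose, limit read from the data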;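 note: plate controls were DMSO wells with enzyme for no effect and DMSO wells lacking enzyme for full effect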
SENP8 block-2 – SENP8 protease inhibitors, primary screen, biochemical, luminescence | AID 2540, 2010 | 1.2% of 330,000 active | inhibition, % at 10 µM | purified SENP8, Z-RLRGG-aminoluciferin cleavage; in the data active = inhibition above about 50%
SENP7 block – SENP7 protease inhibitors, primary screen, biochemical, luminescence, uHTS | Sentrin-specific protease 7 (Homo sapiens), Q9BQF6 | recombinant SENP7, Z-RLRGG-aminoluciferin luminescence, 40 min | AID 434973, 2010 | inhibition, % at 5 µM | 1.5% of 330,000 active;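 active = inhibition above about 50% at the single test dose, limit read from the data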;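 note: plate controls were DMSO with enzyme for no effect and no enzyme buffer wells for full effect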
Apaf1 inhib – inhibitors of human Apaf-1 apoptosome, primary screen, biochemical, DEVD-Rh110 fluorescence, uHTS | Apoptotic protease-activating factor 1 (Homo sapiens), O14727 | reconstituted apoptosome caspase-3 activity | inhibition, % at 20 µM | 0.71% of 330,000 active | AID 489030, 2010; active = inhibition of at least 40% at 20 µM;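 note: plate controls were DMSO wells for no effect and DEVD-CHO caspase inhibitor wells for full effect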
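Assay system: Apoptosome proteins | Medium: pH 7.5 Hepes buffer with CHAPS, BSA, DTT | Also added: Cytochrome c and DEVD-Rh110 substrate | Times: 30 min plus 50 min, RT | Detection: Rhodamine 110 fluorescence at Ex 480/Em 540 nm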
* marks the source's active call; other numbers are inactive results; i = inactive; x = not tested or not shown.

SMILES	PfGluPho inh	SENP8 block-1	SENP1 inh	HKDC1 inh	SENP6 block	SENP8 block-2	SENP7 block	Apaf1 inhib
C/C(N)=C(/C#N)C(=O)CSc1nc2ccccc2c(=O)n1-c1ccc(C)c(Cl)c1	4	2	-4	17	4	-12	-12	20
CC1(NC(=O)c2cccc(S(=O)(=O)N3CCN(c4ccc(F)cc4)CC3)c2)CCS(=O)(=O)C1 (stereo not drawn)	-14	16	-2	3	-3	-12	-3	2
COc1ccc(OC)c(NC(=S)N(CCc2c(C)[nH]c3ccc(C)cc23)Cc2cccs2)c1	24	10	-6	6	4	4	-1	-4
O=C(NCc1ccncc1)C(=O)NCC(c1ccccc1)c1ccccc1	x	x	x	x	3	3	4	-7
CCN1CCC(NC(=O)Nc2ccc(F)cc2)CC1	-8	10	0	-2	20	2	-1	-1
CCC1CCCCN1C(=O)CCCc1ccccc1 (stereo not drawn)	-2	12	0	-1	3	14	6	5
COC(=O)c1cc(NC(=O)c2cccnc2)cc(C(=O)OC)c1	13	0	0	-2	-3	8	1	1
Cn1c(N)c(C(=O)COC(=O)CC(NC(=O)c2ccccc2Cl)c2ccccc2)c(=O)n(C)c1=O (stereo not drawn)	-8	4	-1	-7	-9	-8	-11	2
Nc1nonc1-n1nnc(C(=O)N/N=C/c2ccc(Cl)cc2Cl)c1CN1CCOCC1	7	16	3	-5	-9	1	-2	10
CN1C(=O)N(CC(=O)NCc2ccc(Cl)cc2Cl)C(=O)C12CCCCC2	9	3	0	-4	-9	-3	3	4
O=C(O)CSCc1nc2ccccc2[nH]1	-12	-32	-5	-8	3	4	-3	-21
COc1c(F)c(F)c(C(=O)O)c(Nc2ccc(C)cc2)c1F	-22	4	0	7	8	1	0	3
CCOC(=O)N1CCN(C(=O)c2sc3nc(-c4ccc(F)cc4)cn3c2C)CC1	-8	7	4	0	9	0	-3	-4
O=C(CSCCO)Nc1cccc([N+](=O)[O-])c1	-19	8	-2	6	8	-2	5	2
O=C(CN1CCCCC1CO)c1ccc(OC(F)F)cc1 (stereo not drawn)	-21	10	4	-6	-18	-4	-3	-12
O=C(CCN1C(=O)c2ccccc2C1=O)NCCCn1ccnc1	1	5	0	10	-17	-2	5	5
Cc1cc(C)c[n+](-c2nc([O-])sc2C=O)c1	-7	25	1	-8	-1	-4	-4	-6
Cn1c(=O)c2c(nc(NCC3CCCC(CN)C3)n2Cc2ccc(Cl)cc2Cl)n(C)c1=O (stereo not drawn)	-3	16	-4	3	0	-7	4	13
Cc1nn(C)c(C(=O)NN)c1Cl	3	16	2	-9	-3	5	-3	-3
CCOC(=O)C1=C(C)N=C2SC(C)C(=O)N2C1/C=C/c1ccccc1OC (stereo not drawn)	2	-7	-3	-3	-23	-4	-2	4
NS(=O)(=O)c1ccc(S(=O)(=O)N(Cc2ccccc2F)CC2CCCO2)cc1 (stereo not drawn)	-2	4	4	-12	4	2	-3	-10
C/C(=C\C(=O)c1cccnc1)Nc1ccc(O)cc1	20	84*	4	3	-7	1	11	5
CCOC(=O)C(CCc1nnc(N)s1)C(=O)OCC	8	16	3	-10	3	5	8	-7
NS(=O)(=O)c1ccc(CCNC(=O)CNC(=O)c2ccccc2Br)cc1	1	5	-1	-1	-21	2	0	-10
COc1ccc(CCNC(=O)CCSc2nc(-c3ccco3)cc(C(F)(F)F)n2)cc1OC	-2	5	3	1	-19	-3	-7	17

An excerpt of the results above, as a working copy:
SMILES	PfGluPho inh	SENP8 block-1	SENP1 inh	HKDC1 inh	SENP6 block	SENP8 block-2	SENP7 block	Apaf1 inhib
C/C(N)=C(/C#N)C(=O)CSc1nc2ccccc2c(=O)n1-c1ccc(C)c(Cl)c1	4	2	-4	17	4	-12	-12	20
CC1(NC(=O)c2cccc(S(=O)(=O)N3CCN(c4ccc(F)cc4)CC3)c2)CCS(=O)(=O)C1 (stereo not drawn)	-14	16	-2	3	-3	-12	-3	2
COc1ccc(OC)c(NC(=S)N(CCc2c(C)[nH]c3ccc(C)cc23)Cc2cccs2)c1	24	10	-6	6	4	4	-1	-4
O=C(NCc1ccncc1)C(=O)NCC(c1ccccc1)c1ccccc1	x	x	x	x	3	3	4	-7
CCN1CCC(NC(=O)Nc2ccc(F)cc2)CC1	-8	10	0	-2	20	2	-1	-1
CCC1CCCCN1C(=O)CCCc1ccccc1 (stereo not drawn)	-2	12	0	-1	3	14	6	5
COC(=O)c1cc(NC(=O)c2cccnc2)cc(C(=O)OC)c1	13	0	0	-2	-3	8	1	1
Cn1c(N)c(C(=O)COC(=O)CC(NC(=O)c2ccccc2Cl)c2ccccc2)c(=O)n(C)c1=O (stereo not drawn)	-8	4	-1	-7	-9	-8	-11	2
Nc1nonc1-n1nnc(C(=O)N/N=C/c2ccc(Cl)cc2Cl)c1CN1CCOCC1	7	16	3	-5	-9	1	-2	10
CN1C(=O)N(CC(=O)NCc2ccc(Cl)cc2Cl)C(=O)C12CCCCC2	9	3	0	-4	-9	-3	3	4
O=C(O)CSCc1nc2ccccc2[nH]1	-12	-32	-5	-8	3	4	-3	-21
COc1c(F)c(F)c(C(=O)O)c(Nc2ccc(C)cc2)c1F	-22	4	0	7	8	1	0	3
CCOC(=O)N1CCN(C(=O)c2sc3nc(-c4ccc(F)cc4)cn3c2C)CC1	-8	7	4	0	9	0	-3	-4

New compounds follow.
SMILES	PfGluPho inh	SENP8 block-1	SENP1 inh	HKDC1 inh	SENP6 block	SENP8 block-2	SENP7 block	Apaf1 inhib
NC(=O)C1c2ccccc2Oc2ccccc21	2	19	-1	-7	-17	1	8	4
Cc1ccc(NC(=O)C2CCCN(C(=O)Nc3ccc(F)cc3)C2)cc1 (stereo not drawn)	-18	12	1	7	-8	0	-6	3
N=c1c(C(=O)NCCN2CCOCC2)cc2c(=O)n3ccccc3nc2n1Cc1ccc(F)cc1	17	-413	-33	-3	-3	-7	-4	-10
COc1ccc2[nH]c(=O)c(CN(Cc3cccs3)Cc3nnnn3C(C)(C)C)cc2c1	-13	-230	-31	-7	-33	3	8	-6
CCn1cc(Br)c(C(=O)Nc2sc3c(c2C(N)=O)CCCC3)n1	22	-388	-2	-4	-8	9	-2	2
CC(=O)Nc1ccc(S(=O)(=O)N2CCC3(CC2)CC(=O)c2ccccc2O3)cc1	-6	-9	2	-3	0	-2	-1	13
O=c1c2sc3ccccc3c2[nH]c(=S)n1CCN1CCOCC1	12	-132	2	4	16	0	2	-12
CCOC(=O)N1CCN(C(=O)c2cc(COc3c(F)cccc3F)on2)CC1	-10	8	-1	3	24	7	2	13
Cc1cc(C)n(-c2c(F)c(F)c(COC(=O)c3ccccc3)c(F)c2F)n1	-14	29	3	3	-2	-2	7	19
COc1cccc(NS(=O)(=O)Cc2ccccc2)c1	0	12	4	-1	7	-2	1	10
CC1(C)C2CC[C@]3(C)C(CC=C4[C@@H]5C[C@@](C)(CO)[C@@H](O)C[C@]5(C(=O)O)CC[C@]43C)[C@@]2(C)CC[C@@H]1O (stereo partly drawn)	0	22	-1	-5	-9	3	-3	-6
O=C(CSc1ncccc1-c1nc2ccccc2[nH]1)N1CCCCC1	4	-253	-6	-7	-4	-6	-2	-12
COc1ccc(CNC(=O)C(=O)NCC2OCCN2S(=O)(=O)c2ccc(OC)cc2)cc1 (stereo not drawn)	-4	10	-3	1	-11	0	0	11
Cc1ccc(/C=N/NC(=O)CNC(=O)c2ccc(S(=O)(=O)N3CCCC3)cc2)o1	10	13	-1	-6	11	3	0	i
CCN(CC)S(=O)(=O)c1ccc(C(=O)N2CCCCC2)cc1	-11	18	1	1	6	8	1	7
CCN(CC)c1ccc(/C=N/Nc2nc(C)cc(C)n2)cc1	9	-126	-104	1	-14	1	-7	-11
CCO[C@@H]1OC(C(=O)NC2CC2)=C[C@H](c2coc3ccccc3c2=O)[C@H]1CCCO	-5	-12	-2	0	10	-8	-13	-1
O=c1[nH]ncc(N2CCN(Cc3ccccc3)CC2)c1Cl	-1	4	-1	-10	12	-4	10	17
CCOC(=O)C1=C(CC)OC(N)=C(C#N)C1c1ccc(OC)c(C)c1OC (stereo not drawn)	-8	-28	-7	-2	-5	0	-1	11
CC(=O)c1ccc(-n2cc(-c3ccc(C(C)(C)C)cc3)[n+]3c2SCCC3)cc1	-12	11	-12	11	5	-8	-12	0
COc1ccc(N(CC(=O)NC2CCCC2)C(=O)Cn2nnc(-c3ccc(C)cc3)n2)cc1	-9	8	2	-15	-1	7	-6	-3
CC(NC(=O)c1cccs1)c1ccc(Cl)cc1 (stereo not drawn)	4	18	0	-2	-22	-4	1	-7
CCN(CC)S(=O)(=O)c1ccc(OC)c(NC(=O)Cn2cnc3c2c(=O)n(C)c(=O)n3C)c1	-11	14	3	5	-12	-4	-3	3
CC(=O)c1ccc(N2CCN(C(=O)c3ccc(C(=O)c4ccccc4)cc3)CC2)cc1	-5	-81	1	5	-14	-15	-10	13
COc1ccc(CCN=C2SCC(=O)N2Cc2ccccc2)cc1OC	-8	14	3	4	-11	3	7	8

New compounds follow:
SMILES	PfGluPho inh	SENP8 block-1	SENP1 inh	HKDC1 inh	SENP6 block	SENP8 block-2	SENP7 block	Apaf1 inhib
COc1ccc(C2C(C#N)=C(N)N(c3cccnc3)C3=C2C(=O)CC(C)(C)C3)cc1OC (stereo not drawn)	-10	0	-7	0	-11	-5	1	-11
Cc1cc(OCC(=O)N2CCC(O)CC2)c2c(C)cc(=O)oc2c1	-7	-314	0	0	-4	-5	-14	7
O=C1C2C3C=CC(C3)C2C(=O)N1c1cccc(-c2nc3ccccc3o2)c1 (stereo not drawn)	0	-15	6	-2	-7	-8	-1	-1
O=C1CCCc2oc3c(c21)CCCC3	-9	8	0	6	-8	1	3	2
COc1ccc(N2CCN(CC(=O)NC(=O)NC(C)(C)C)CC2)cc1	15	9	-2	-7	-6	5	5	-15
Cc1ncsc1CCOC(=O)c1ccc(Cl)cc1	7	6	0	4	17	13	2	5
Cc1ccc(-c2csc3ncnc(SCC(=O)O)c23)cc1	-37	4	1	-10	-5	-2	-1	-8
COc1ccc(OC)c(CNC(=O)c2cc(=O)[nH]c3ccc(S(=O)(=O)N4CCCC4)cc23)c1	x	x	x	x	-13	-1	0	0

Bioassay records deposited in PubChem BioAssay by Sanford-Burnham Center for Chemical Genomics.
